Screening results as filed in PubChem.
AT treatment = potential ataxia-telangiectasia treatments restoring KAP-1 phosphorylation; hit rate 0.19% among 320,000; […] A-T fibroblasts, KAP-1 phosphorylation AlphaLISA; neocarzinostatin DNA damage 30 min before lysis; AID 485349; Potency, µM (top dose mostly 57.5 µM), for inactives: at the top dose activation, most hits filed as activators; note: potency is the fitted concentration of half-maximal effect; % of control where 0% means no effect; nearly all actives have a fitted effect of over 45% in size
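hTERT-immortalized A-T patient fibroblasts ([…]), 500 cells/well in OPTI-MEM, 1% FBS, got compounds for 60 min, then NCS for 30 min at 37C. Lysates were then assayed for phospho-KAP-1 by AlphaLISA (anti-pKAP1 donor, anti-KAP1 acceptor beads), 6 hr at 25C.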
Giardia kill = kills Giardia lamblia; AID 540267; Giardia lamblia trophozoite viability; activity change, % at 7.66 µM, hits read low; hit rate 0.15% among 340,000; in the data active = activity change below about -80%; inconclusive = between about -30% and that limit;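 note: parasites exposed to compound for two days anaerobically before the ATP read; % is set by controls: 0 for no effect and ±100 for the full control effect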
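Viability, read as ATP luminescence: trophozoites at 100 cells/well, compound added, 48 hrs anaerobic at 37 deg C, then 15-30 min room-temperature development before reading.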
KCNH2 WT inh = blocks the wildtype human KCNH2 potassium channel; Q12809; U2OS, BacMam KCNH2, thallium flux FluxOr; hits give low values; activity change, % at 1.84 µM; hit rate 0.37% among 340,000; AID 720551;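 active = maximum activity change below -70%; inconclusive = maximum activity change between -70% and -50%; inactive = maximum activity change above -50%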; note: % is set by controls: 0 for no effect and ±100 for the full control effect
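U2OS cells transduced with wild-type KCNH2 virus are loaded with FluxOr dye for 45 min, and thallium flux is measured in kinetic reads before and after stimulation buffer. Rate constants are normalized to DMSO controls.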
Chronic BCR inh = inhibitors of chronic active B-cell receptor signaling; ABC-DLBCL IkBa-CBG/CBR reporter, luminescence ratio, 4 h; Potency, µM (doses to about 46.1 µM), without a hit: top-dose ratio change, negative = lower green/red ratio, hits mostly inhibitors; hit rate 0.05% among 340,000; AID 493014; active = well fitted inhibition curve with a large enough effect in the signal ratio, with a control signal flat, not every such curve was filed as active; inconclusive = small, poorly fitted or top-dose-only effect, or effect the other way, or a change in a side signal; the % refers to the signal ratio;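 note: potency is the fitted concentration of half-maximal effect; plate controls were basal doxycycline-induced cells for no effect and cells given 10 µM MG132 for full effect; MG132 reads +100%, hits lower the ratio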
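Doxycycline induced both beetle luciferases in TMD8 lymphoma cells; IKK-driven degradation limits the IkappaBalpha-fused green signal, while red luminescence normalises for cell number and nonspecific effects. Compounds tested up to 46 uM, 4 hrs.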
TCR act = T cell receptor activation. primary human leukocytes, anti-CD3, IL-2 HTRF, 48 h. Potency, µM (titrated, usually from 9.22 µM), for the others: at the top dose activation of IL-2 secretion, most hits filed as activators. 330,000 tested, under 10 active. AID 504894; note: % of control where 0% means no effect
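TCR engagement came from a-CD3 beads alone, with compounds added to primary human leukocytes for 48 hr. Secreted IL-2 bridged europium cryptate- and d2-labelled anti-IL-2 antibodies, giving FRET emission at 665nm after 320nm excitation.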
GALK inh = galactokinase (human) inhibition; Purified GALK, Kinase-Glo residual ATP luminescence; Potency, µM (series often up to 57.5 µM), for the others: at the highest dose activity change, negative = inhibition, actives largely listed as inhibitors; hit rate 0.007% among 270,000; note: potency is the fitted concentration of half-maximal effect; % is set by controls: 0 for no effect and ±100 for the full control effect
Target sequence (P51570 whole entry, looked up): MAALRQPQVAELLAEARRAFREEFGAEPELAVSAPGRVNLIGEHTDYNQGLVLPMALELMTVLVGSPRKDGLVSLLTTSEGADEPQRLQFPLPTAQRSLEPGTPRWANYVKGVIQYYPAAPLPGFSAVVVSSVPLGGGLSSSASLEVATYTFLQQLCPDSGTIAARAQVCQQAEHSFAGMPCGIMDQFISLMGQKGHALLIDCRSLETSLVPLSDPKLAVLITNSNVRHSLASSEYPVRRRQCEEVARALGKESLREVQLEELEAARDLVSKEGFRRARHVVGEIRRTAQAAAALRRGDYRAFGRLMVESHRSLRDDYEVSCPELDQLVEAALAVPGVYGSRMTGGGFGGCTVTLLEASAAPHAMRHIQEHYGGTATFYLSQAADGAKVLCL
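Luminescence from leftover ATP (Ultra-Glo luciferase/luciferin) served as read-out after a 1 h room-temperature reaction of 5 nM GALK with 35 uM ATP and 100 uM galactose.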
FBPA coupling cs = inhibits coupling enzyme system, counter-screen for aldolase hits; coupling enzyme system counterscreen, AmpLite Red fluorescence; activity change, negative = inhibition, % at 58.2 µM, hits read low; hit rate 0.67% among 290,000; AID 2472; in the data active = activity change below about -30%; note: % is set by controls: 0 for no effect and ±100 for the full control effect
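Activity here indicates interference with the coupling reaction, not aldolase inhibition. Compounds at 57.5 uM final met coupling enzymes for 10 min at RT; substrate and AmpLite Red detection followed, with a 525/598 nm fluorescence read after 20 min.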
MLL CXXC-DNA inh = inhibitors of human MLL CXXC domain-DNA interaction; Q03164; MLL-CXXC / FITC-HOXA9 DNA fluorescence polarization; Potency, µM (top dose mostly 115 µM), inactives show top-dose activity change, negative = inhibition, usual class: inhibitors; hit rate 0.037% among 290,000; AID 2662; active = well fitted inhibition curve with a large enough effect in the polarisation, with a control signal flat, not every such curve was filed as active; inconclusive = small, poorly fitted or top-dose-only effect, or effect the other way, or a change in a side signal; inactive = no such curve, though single readings can be large or run the other way; the % refers to the polarisation; note: potency is the fitted concentration of half-maximal effect
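Purified MLL-CXXC (added from a 7 uM solution) was preincubated 5 min at ambient with pinned compounds in 50 mM Tris-HCl pH 7.5, 50 mM NaCl, 1 mM DTT, 0.05% BSA. Fluorescein-labeled HOX-A9 DNA (50 nM solution) followed, 30 min, then polarization read.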
TSHR antag = blocks TSH signaling through the human TSH receptor; P16473; TSHR-expressing cells, TSH-stimulated cAMP HTRF, 2 h; hits give low values; activity change, negative = inhibition, % at 11.5 µM; hit rate 0.2% among 330,000; AID 504810;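 active = activity change below a set negative limit, meaning inhibition stronger than a set level, cut at about -70% in these data; inconclusive = activity change between two set negative limits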; note: % is set by controls: 0 for no effect and ±100 for the full control effect
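Inhibition of cAMP made by TSHR-expressing cells under TSH stimulation (4nM final, EC80; 2 h, 37 deg C) is quantified with a one-step lysis HTRF kit, anti-cAMP cryptate versus cAMP-d2.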
Tb PFK block = blocks T. brucei phosphofructokinase. hit rate 0.17% among 330,000. T. brucei PFK, ADP-Glo luminescence. O15648. Potency, µM (titrated, usually from 57.5 µM), inactives show at the highest dose activity, negative = inhibition, actives largely listed as inhibitors;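 note: potency is the fitted concentration of half-maximal effect; 0% = uninhibited 1x PFK enzyme wells and -100% = no-enzyme wells; nearly all actives have a fitted effect of over 60% in size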
Target sequence (O15648 whole entry, looked up): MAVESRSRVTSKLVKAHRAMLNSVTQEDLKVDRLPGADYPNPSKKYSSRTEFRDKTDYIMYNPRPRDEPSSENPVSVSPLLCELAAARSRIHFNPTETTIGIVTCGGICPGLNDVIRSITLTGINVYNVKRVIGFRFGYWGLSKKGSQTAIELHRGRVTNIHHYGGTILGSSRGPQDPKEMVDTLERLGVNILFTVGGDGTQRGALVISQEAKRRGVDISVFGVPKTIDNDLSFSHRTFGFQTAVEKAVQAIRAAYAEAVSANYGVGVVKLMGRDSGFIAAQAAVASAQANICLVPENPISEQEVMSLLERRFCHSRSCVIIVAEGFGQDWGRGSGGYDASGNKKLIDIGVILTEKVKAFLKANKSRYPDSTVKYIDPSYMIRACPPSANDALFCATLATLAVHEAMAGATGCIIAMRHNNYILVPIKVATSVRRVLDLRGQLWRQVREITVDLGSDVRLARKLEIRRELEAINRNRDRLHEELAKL
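Activity is normalized to no-enzyme wells (full inhibition) and 1.25 nM enzyme wells (no inhibition). Reaction: 0.5 mM F6P, 0.1 mM ATP, 45 min RT, ADP-Glo luminescence; concentration-response curves fitted and classed by quality.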
* marks the source's active call; other numbers are inactive results; ? = inconclusive; / = not tested or not shown; & = joins results of further samples; [ ] = dose if it differs, or a comment. Unless noted, calls come from the whole dose curve; as a rule, active = well fitted curve in the direction sought with a large enough effect; inconclusive = small, poorly fitted or top-dose-only effect, or another doubt; inactive = no such curve, though single readings can be large; an effect the other way counts as inactive or inconclusive.

Values run as follows: AT treatment, Giardia kill, KCNH2 WT inh, Chronic BCR inh, TCR act, GALK inh, FBPA coupling cs, MLL CXXC-DNA inh, TSHR antag, Tb PFK block
> CCNC(=S)N1CCN(C(=O)C(Cc2ccccc2)NC(C)=O)CC1 (stereo not drawn)
    -3%, 0, 4, 16%, -6%, -1%, 3, 5%, 14, -3%
> Cn1cc(C(=O)NCc2ccc(F)cc2)cn1
    -1%, 36[activator], 1, -5%, /, 0%, 0, -4%, -10, -9%
> CCC(C)N(C(=O)COC(=O)c1cc([N+](=O)[O-])ccc1N)C1CCS(=O)(=O)C1 (stereo not drawn)
    -19%, 6, 4, ?, -1%, -2%, /, 15%, 32, -3%
> O=C(NCc1n[nH]c(=S)n1-c1cccc(Cl)c1)c1ccc(S(=O)(=O)N2CCCCC2)cc1
    -3%, -11, -7, 13%, 4%, -1%, -2, 18%, -3, -9%
> Cc1ccc(S(=O)(=O)N2CCOCC2)cc1-c1n[nH]c(=S)n1-c1ccccc1
    0%, 0, 0, 4%, 2%, /, /, /, -5, -9%
> C/C(Nc1ccc(Cl)cc1)=C(/C#N)C(N)=O
    /, 5, -1, -28%, -1%, 5%, 2, 7%, 8, 3%
> CCOC(=O)c1ccc(NC(=O)CSC(=S)N2CCOCC2)cc1
    1%, -17, -3, 0%, 0%, 6%, 0, -17%, 7, -5%
> NCCCn1c(C(=O)c2cc(Cl)c(N)c(Cl)c2)c2ccc(C(F)(F)F)cc2[n+]1[O-]
    -41%[inhibitor], ?, 10, ?, -3%, /, /, /, 6, 0%
> O=[N+]([O-])c1ccc(-n2cnc3ccccc32)c([N+](=O)[O-])c1
    0%, ?, -1, -16%, 9%, 5%, -5, 17%, -10, -5%
> CC(=O)NC(Cc1ccc(F)cc1)C(=O)NC1CCN(S(=O)(=O)c2ccccc2)CC1 (stereo not drawn)
    -7%, ?, 6, 5%, -2%, 1%, 2, 11%, -3, 2%
> CCn1cc(CCC(=O)NCc2ccc(F)cc2)c2ccccc21
    7%, 52[activator], 1, 0%, 8%, /, -1, 67%, -28, 3%
> Cc1cccc(N2CCN(C(=O)C3CC(=O)N(c4ccc5c(c4)OCCO5)C3)CC2C)c1 (stereo not drawn)
    -1%, -11, -2, 4%, 9%, /, /, /, -12, -5%
> CCCCn1c(N)c(N(CCOC)C(=O)COC(=O)COc2c(C)cccc2C)c(=O)[nH]c1=O
    2%, 22, 2, -7%, -6%, /, /, /, -6, -1%
> Cc1cccc(N2CCN(C(=O)c3ccc4nc(N5CCCCC5)sc4c3)CC2)c1C
    -5%, -3, 4, 8%, -2%, 4%, 7, 8%, 6, -6%
> COc1ccc(CCn2ccc(O)c(Cc3ccc(Cl)cc3Cl)c2=O)cc1OC
    -6%, 34[activator], 1, -3%, 1%, -1%, 2, 7%, -15, -2%
> COc1cc(N)c(Cl)cc1C(=O)OCC(=O)c1cccs1
    0%, 24, 0, 17%, 3%, 13%, 0, 17%, 9, -4%
> NC(=O)c1cccc2ccccc12
    -1%, -21, 5, -1%, 9%, 2%, 2, -4%, 16, -4%
> Cc1ccc(CNC(=O)C2CCC(=O)N(CCc3ccccn3)C2)s1 (stereo not drawn)
    -10%, 15, -8, -1%, -4%, -8%, /, -1%, -5, 0%
> COc1ccccc1-c1noc(-c2cccs2)n1
    7%, -4, -2, ?, /, 0%, 1, -4%, -3, 0%
> Nc1cc2sc(-c3ccc(C(=O)O)cc3)nc2cc1Cl
    ?, ?, -20, ?, 2%[46.1 µM], 6%, -4, 5%, -3, 7%
> COc1ccc(/C=N\NC(=O)c2ccccc2F)cc1COc1ccc(F)cc1F
    10%, 7, -11, ?, 3%, -1%, -3, -7%, 3, 3%
> Cc1cccc(CN2CCC(n3nccc3NC(=O)c3ccccc3C)CC2)n1
    11%, -5, 3, 1%, -5%, -3%, -5, 0%, -11, ?
> COc1cccc(NC(=O)c2cccc(C(=O)Nc3cccc(OC)c3)n2)c1
    /, 10, 2, -5%, -27%, 5%, /, -2%, -18, -2%
> c1ccc(CNn2c(N3CCOCC3)nc3ccccc32)cc1
    -2%, 2, 2, -2%, 1%, -1%, 1, 0%, 2, 0%
> CON1C(=O)C(=O)N(OC)C2CCCCC21 (stereo not drawn)
    5%, 2, -13, -14%, 0%, -1%, 8, 5%, 3, 1%
> CCN(CC)S(=O)(=O)N1CCC(C(=O)NC2CCCc3ccccc32)CC1 (stereo not drawn)
    10%, 2, 8, -8%, 6%[46.1 µM], -4%, -3, 3%, 13, -1%
> CC(=O)N(CN1C(=O)c2ccc([N+](=O)[O-])cc2C1=O)c1cccc(C(=O)O)c1
    -2%, 18, 10, -4%, 2%, 1%, 0, -3%, 10, -6%
> C(=N\Nc1nc2ccccc2[nH]1)/c1ccccc1
    -3%, 28, 0, ?, 0%, 12%, 0, -9%, -5, 0%
> C=CCn1c(=O)c2ccccc2n2c(SCC(=O)/C(C#N)=C(\C)N)nnc12
    -1%, -5&-9, -8&12, -1%, 2%, 5%, -5, 2%, 10, -3%
> CCn1cc(S(=O)(=O)Nc2ncccn2)cn1
    23%, -11, -1, 0%, 5%, -3%, /, 4%, -5, 7%

Rewritten as labelled records: 2 of the compounds above
compound: COc1ccc(CCn2ccc(O)c(Cc3ccc(Cl)cc3Cl)c2=O)cc1OC
  AT treatment: -6%
  Giardia kill: 34[activator]
  KCNH2 WT inh: 1
  Chronic BCR inh: -3%
  TCR act: 1%
  GALK inh: -1%
  FBPA coupling cs: 2
  MLL CXXC-DNA inh: 7%
  TSHR antag: -15
  Tb PFK block: -2%

compound: CCNC(=S)N1CCN(C(=O)C(Cc2ccccc2)NC(C)=O)CC1 (stereo not drawn)
  AT treatment: -3%
  Giardia kill: 0
  KCNH2 WT inh: 4
  Chronic BCR inh: 16%
  TCR act: -6%
  GALK inh: -1%
  FBPA coupling cs: 3
  MLL CXXC-DNA inh: 5%
  TSHR antag: 14
  Tb PFK block: -3%

Later entries:
compound | AT treatment | Giardia kill | KCNH2 WT inh | Chronic BCR inh | TCR act | GALK inh | FBPA coupling cs | MLL CXXC-DNA inh | TSHR antag | Tb PFK block
COc1ccc2c(c1)c(=O)oc1c(C)c(OC(C)C(=O)N[C@@H](Cc3c[nH]c4ccc(O)cc34)C(=O)O)ccc12 (stereo partly drawn) | 0% | -3 | -5 | ? | 10% | / | -3 | ? | -5 | -6%
CCOC(=O)C1(CC2CC2)CCN(Cc2cn[nH]c2-c2cccc(F)c2)CC1 | 5% | -11 | / | -7% | -2% | 2% | -2 | 0% | -3 | 0%
CCOc1ccc(N(CC(=O)NC2CCCC2)C(=O)CCC(=O)Nc2nc(C)cs2)cc1 | -2% | 3 | -7 | 5% | 3% | 14% | 0 | 16% | -14 | 2%
CCCCC(=O)Nc1ccccc1C(=O)N1CCOCC1 | -1% | -15 | 1 | 10% | -1%[46.1 µM] | -1% | 3 | 7% | 2 | 1%
N#Cc1cccc(NC(=O)COC(=O)c2ccc[n+]([O-])c2)c1 | 1% | -5 | -3 | 0% | -1% | / | / | / | -4 | -16%
O=C(CN1C(=O)C(=O)N(CCC2=CCCCC2)C1=O)c1c[nH]c2ccccc12 | 0% | 4 | 0 | ? | 2% | / | / | / | / | 0%
O=C(NCCOC(=O)c1ccc(C(=O)OCCNC(=O)c2ccccc2)o1)c1ccccc1 | -8% | 0 | 15 | 0% | -2% | 4% | 4 | -2% | -2 | 1%
CCOC(=O)C(CC)n1cnc2c(oc3ccccc32)c1=O (stereo not drawn) | 9% | 16 | -1 | 1% | -2% | -3% | 0 | 1% | -1 | 0%
CCN1C[C@@H]2[C@@H]3C(=O)N(Cc4ccccc4)C(=O)[C@@H]3[C@](CC)(C(=O)OC)N2C1=NC1CCCCC1 | 12% | -12 | 8 | -2% | 1%[46.1 µM] | / | / | / | 5 | 2%
CSCCC(NC(=O)C1CCC(C)CC1)C(=O)NCCN1CCOCC1 (stereo not drawn) | -2% | 1 | 8 | 0% | -8% | -2% | 0 | -8% | -2 | 3%
COc1ccc(C(=O)NC(=S)Nc2cccc3nc(C)ccc23)cc1OC | -9% | -8 | 0 | 1% | -12% | 3% | 1 | -2% | -6 | 1%
O=C(O)c1cc2ccccc2c(=O)s1 | -5% | -23 | -1 | 11% | 1% | 0% | 2 | -3% | 5 | 13%
